Rin1-Abl PPI inh: inhibitors of Rin1-Abl protein binding, primary screen, biochemical, TR-FRET; hit rate 0.4% among 360,000; inhibition, % at 7.35 µM; in the data active = inhibition above about 5%, passing the limit was not always enough
Rpn11 inh: Rpn11 (PSMD14) deubiquitinase inhibitors, primary screen, biochemical, fluorescence polarization, uHTS | human 26S proteasome, Ub4-pepOG fluorescence polarization; 20S core pre-blocked with epoxomicin | calls only at 20 µM | hit rate 0.59% among 360,000;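 active = inhibition at 20 µM, scaled to each plate's controls, above about 33%, limit read from the data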
Target sequence (O00487 whole entry, looked up): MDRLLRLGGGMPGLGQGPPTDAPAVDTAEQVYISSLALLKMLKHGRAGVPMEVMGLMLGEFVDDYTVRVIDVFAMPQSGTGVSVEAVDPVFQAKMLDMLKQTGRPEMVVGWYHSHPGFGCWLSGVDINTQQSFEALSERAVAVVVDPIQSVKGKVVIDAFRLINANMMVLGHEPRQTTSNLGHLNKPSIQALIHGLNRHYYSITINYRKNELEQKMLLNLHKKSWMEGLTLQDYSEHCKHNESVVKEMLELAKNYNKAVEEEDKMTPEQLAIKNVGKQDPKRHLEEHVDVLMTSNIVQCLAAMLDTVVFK
LMPTP inh: LMPTP phosphatase inhibitors, primary screen, biochemical, fluorescence intensity, uHTS | inhibition, % at 20 µM | recombinant LMPTP-A, OMFP fluorogenic substrate | hit rate 0.22% among 360,000;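 active = compounds that cut the enzyme signal by at least half of the control window in the single-dose screen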;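 note: plate controls were DMSO wells with enzyme plus substrate for no effect and substrate without enzyme for full effect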
Target sequence (P24666 whole entry, looked up): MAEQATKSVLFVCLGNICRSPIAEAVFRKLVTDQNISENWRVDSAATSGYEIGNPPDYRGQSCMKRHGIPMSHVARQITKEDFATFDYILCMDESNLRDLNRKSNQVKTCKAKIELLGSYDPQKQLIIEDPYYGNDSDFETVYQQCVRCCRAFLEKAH
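Material: LMPTP-A; amount: 0.625 nM enzyme; doses: single 20 µM dose; times: reaction 50 min, room temperature, dark; technique: fluorescence intensity of OMFP turnover product; benchmarks: no-enzyme and uninhibited controls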
CSN inh: inhibitors of CSN-mediated cullin deneddylation, primary screen, biochemical, fluorescence polarization, uHTS; hit rate 0.38% among 360,000; COP9 signalosome complex subunit 5 (Homo sapiens), Q92905; Purified CSN, SCF-Nedd8-OG deneddylation; inhibition, % at 12.5 µM; AID 651999, 2013;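 active = pattern-corrected inhibition above about 35%, with an unprinted fluorescence ratio check between 0.5 and 1.5, limit read from the data, passing the limit was not always enough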;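 note: 0% = enzyme with substrate and 100% = substrate without enzyme; some results filed as inactive read as strong as hits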
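test system = HEK293T-derived human Csn5 enzyme | amount = 0.24 nM Csn5 enzyme, final concentration | medium = Tris/NaCl/DTT buffer, pH 7.5 | schedule = 90 min reaction at room temperature | signal = FP | evaluation = inhibition of Csn5 cleavage, % | compound dosing = single dose of 12.5 µM compound with 0.25% DMSO | probe or stimulus = 10 nM SCFSkp2-Nedd8OG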
SUMO1-SIM PPI: modulators of SUMO1 protein-protein interactions, primary screen, biochemical, uHTS; AID 602429, 2012; inhibition, % at 20 µM; SUMO1 binding to a labelled peptide, TR-FRET, 1 h; hit rate 0.33% among 360,000; Small ubiquitin-related modifier 1 (Homo sapiens), P63165; in the data active = inhibition above about 37%
Neddylation inh: inhibitors of cullin neddylation, primary screen, biochemical, TR-FRET, uHTS, NAE and Ubc12 | AID 651699, 2012 | calls only at 25 µM | NEDD8-conjugating enzyme Ubc12 (Homo sapiens) + NEDD8-activating enzyme E1 regulatory … | hit rate 0.58% among 360,000; in the data active = inhibition above about 36%
Scp1 inh: Scp-1 phosphatase inhibitors, primary screen, biochemical, colorimetric, uHTS | AID 493091, 2011 | inhibition, % at 20 µM | Recombinant Scp1, phosphopeptide, malachite green phosphate absorbance | hit rate 0.88% among 340,000;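 active = inhibition above about 50% at 20 µM, limit read from the data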;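 note: plate controls were DMSO wells with enzyme for no effect and wells lacking enzyme for full effect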
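assay system = SCP-1 phosphatase catalytic domain, residues 76-261 | buffer or medium = 50 mM Tris acetate pH 5.5, 0.005% Tween-20, 10 mM MgCl2 | incubation = enzyme reaction 45 min at room temperature, colour 5 min, stabilisation 30 min | signal = Phosphate-binding colour reagent, absorbance read at 630 nm | measure = % inhibition at 20 µM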
DNMT1 block: human DNMT1 methyltransferase inhibitors, primary screen, biochemical, molecular beacon, fluorescence, HinP1I cleavage, uHTS. inhibition (reported as % activation of signal), % at 10 µM. hit rate 0.83% among 360,000. AID 588458, 2011; in the data active = inhibition above about 50%
NadD inh: inhibitors of S. aureus NadD, primary screen, biochemical, colorimetric, uHTS | purified NadD enzyme, colorimetric absorbance read-out | Nicotinate-nucleotide adenylyltransferase NadD (Staphylococcus aureus N315) | inhibition, % at 20 µM | hit rate 0.78% among 360,000; in the data active = inhibition above about 26%; note: some compounds past the cut are filed as inactive
STEP inh: STEP phosphatase inhibitors, primary screen, biochemical, fluorescence intensity, uHTS. inhibition, % at 20 µM. hit rate 0.25% among 360,000. AID 588621, 2011. Tyrosine-protein phosphatase non-receptor type 5 (Homo sapiens), P54829. recombinant STEP, OMFP fluorogenic substrate;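 active = inhibition at 20 µM, scaled per plate between control wells, above about 37%, limit read from the data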;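 note: 0% = DMSO with enzyme and substrate and 100% = substrate only without enzyme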
Target sequence (P54829 whole entry, looked up): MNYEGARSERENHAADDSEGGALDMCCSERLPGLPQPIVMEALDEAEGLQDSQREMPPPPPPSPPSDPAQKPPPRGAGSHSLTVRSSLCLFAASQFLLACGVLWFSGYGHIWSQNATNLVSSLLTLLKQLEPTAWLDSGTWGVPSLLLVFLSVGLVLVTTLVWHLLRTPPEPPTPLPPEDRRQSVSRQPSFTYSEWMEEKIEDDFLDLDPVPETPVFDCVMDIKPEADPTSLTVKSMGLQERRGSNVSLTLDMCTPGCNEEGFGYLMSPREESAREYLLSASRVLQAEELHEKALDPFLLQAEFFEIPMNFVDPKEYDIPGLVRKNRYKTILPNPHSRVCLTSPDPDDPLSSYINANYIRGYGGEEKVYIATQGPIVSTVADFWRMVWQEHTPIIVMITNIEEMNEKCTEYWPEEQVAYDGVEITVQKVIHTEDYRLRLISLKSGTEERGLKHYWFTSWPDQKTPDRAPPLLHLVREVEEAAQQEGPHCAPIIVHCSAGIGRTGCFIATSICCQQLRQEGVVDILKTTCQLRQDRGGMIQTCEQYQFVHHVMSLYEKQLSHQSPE
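System: isolated STEP enzyme; schedule: 20 min enzyme reaction at room temperature, protected from light; medium: Bis-Tris buffer pH 6.0, 2.5 mM DTT, 0.005% Tween 20; signal: fluorescence, 480/540 nm; dosing: single compound dose of 20 µM, 1% DMSO final; also added: OMFP substrate, 25 µM final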
* = called active by the depositor; i = inactive; . = no result given.

SMILES	Rin1-Abl PPI inh	Rpn11 inh	LMPTP inh	CSN inh	SUMO1-SIM PPI	Neddylation inh	Scp1 inh	DNMT1 block	NadD inh	STEP inh
COc1ccc(CNC(=O)[C@H](C)NC(=O)C2CC(=O)N(c3ccc(OC)cc3)C2)cc1 (some centres not stated)	-1	i	0.0	1	4	i	-3	1	0	0
CCCOc1ccc(-c2cnc(SCC(N)=O)nc2N)cc1	0	i	0.9	1	2	i	-11	2	0	2
Clc1ccc2c(NCc3cccs3)ncnc2c1	3	i	-0.3	-2	-5	i	-11	-1	-6	1
CS(=O)(=O)Nc1ccc(C(=O)NC2CCCC2)cc1	0	i	-0.9	1	-1	i	-21	80*	-4	0
O=C1CC(c2ccccc2F)C2=C(COC2=O)N1 (configuration not stated)	3	i	4.5	-3	0	i	-3	5	-2	0
Cc1nccn1CCC(=O)NC1CC(C)(C)Cc2c1cnn2-c1ccccc1 (configuration not stated)	3	i	-0.7	2	4	i	.	4	-4	-5
CCOC1(NC(=O)c2ccccc2)C(C)=CC(=O)C=C1C	4	i	-0.5	-5	4	i	-5	2	-4	-3
COc1ccc(/C=C/C(=O)c2c(O)c(OC)c3occc3c2OC)cc1	1	i	0.0	0	14	i	-11	0	-3	1
CC(C(=O)c1ccccc1)n1cnc2ccccc2c1=O (configuration not stated)	1	i	-0.9	-6	0	i	-1	2	8	3
CCCCOc1cccc(C(=O)O)c1	-2	i	-1.9	-4	-5	i	-8	0	-1	-3
C[C@@H]1OC(C2CCCCC2)N(C)[C@H]2C[C@H]3c4[nH]c5ccccc5c4CCN3C[C@@H]12 (some centres not stated)	-3	i	2.1	-2	-9	.	.	-2	-7	-1
CNC(=O)c1oc(-c2ccc(Cl)cc2)nc1C	13*	i	-0.2	-7	-6	i	-5	1	3	-1
CC(=NNc1nc2ccccc2o1)c1cc2ccccc2cn1	2	i	1.7	0	-30	i	2	1	-2	3
CCN1C[C@@H]2[C@@H]3C(=O)N(Cc4ccccc4)C(=O)[C@@H]3[C@](Cc3ccccc3)(C(=O)OC)N2C1=NC1CCCCC1	3	i	-0.5	0	0	i	17	4	12	1
CCSc1nc(NCCN(C)C)c2c3c(sc2n1)COC(C)(CC)C3 (configuration not stated)	2	i	-0.9	0	3	i	-4	1	-6	-2

Five compounds already listed, sorted by count of non-hydrogen atoms, smallest number first:
SMILES	Rin1-Abl PPI inh	Rpn11 inh	LMPTP inh	CSN inh	SUMO1-SIM PPI	Neddylation inh	Scp1 inh	DNMT1 block	NadD inh	STEP inh
CC(=NNc1nc2ccccc2o1)c1cc2ccccc2cn1	2	i	1.7	0	-30	i	2	1	-2	3
CCSc1nc(NCCN(C)C)c2c3c(sc2n1)COC(C)(CC)C3 (configuration not stated)	2	i	-0.9	0	3	i	-4	1	-6	-2
COc1ccc(/C=C/C(=O)c2c(O)c(OC)c3occc3c2OC)cc1	1	i	0.0	0	14	i	-11	0	-3	1
Cc1nccn1CCC(=O)NC1CC(C)(C)Cc2c1cnn2-c1ccccc1 (configuration not stated)	3	i	-0.7	2	4	i	.	4	-4	-5
COc1ccc(CNC(=O)[C@H](C)NC(=O)C2CC(=O)N(c3ccc(OC)cc3)C2)cc1 (some centres not stated)	-1	i	0.0	1	4	i	-3	1	0	0

Next part:
SMILES	Rin1-Abl PPI inh	Rpn11 inh	LMPTP inh	CSN inh	SUMO1-SIM PPI	Neddylation inh	Scp1 inh	DNMT1 block	NadD inh	STEP inh
Cc1nn(C(=O)CNC(=O)c2ccccc2)c(C)c1C	5	i	-1.1	-6	-3	i	-3	-2	-3	0
CCNS(=O)(=O)c1cc(S(C)(=O)=O)ccc1Cl	3	i	-1.3	2	1	i	-5	-2	7	0
COc1cccc(NC(=O)CSc2nnc(-c3cc(-c4ccccn4)nc4ccccc34)o2)c1	-1	i	1.3	3	0	i	-1	-5	15	0
CCC(=O)Nc1nc(CC(=O)Nc2ccccc2)cs1	0	i	-0.8	6	1	i	-7	2	-8	1
Cc1cc(C)cc(C(=O)NCC(=O)N2CCN(C(c3ccccc3)c3ccccc3)CC2)c1	-1	i	4.2	4	-1	i	-8	1	7	0
CC1(C)CC(=O)C2=C(C1)N(Cc1ccco1)C(=O)C2(O)C(F)(F)F (configuration not stated)	3	i	-0.8	0	-2	i	-5	0	6	0
COC(=O)CC/C(C)=N\Nc1ccc([N+](=O)[O-])cc1[N+](=O)[O-]	-10	i	-0.4	3	-33	i	-4	17	-2	-2
Cc1nc2c(oc3ccc(Cl)cc32)c(=O)[nH]1	-1	i	-2.3	-2	-6	i	-4	3	-1	2
Cc1ccc(NC(=O)CCS(=O)(=O)c2ccc(Br)cc2)nc1	2	i	-1.2	4	0	i	2	-3	-4	1
C=CCNc1nnc(SC2CC(=O)N(c3ccc(OC)cc3)C2=O)s1 (configuration not stated)	3	i	-2.9	-6	0	i	-2	1	-6	-4
O=C(Nc1ccc(S(=O)(=O)NC2=NCCCCC2)cc1)c1cccs1	1	i	-1.4	-1	1	i	0	1	-1	2
CCOC(=O)[C@]12CCCC=C1N(Cc1cccc3ccccc13)C(=O)[C@H](CC(=O)NCCCN1CCCC1=O)C2	.	.	-0.3	-3	6	i	.	.	0	.
O=c1ccn(Cc2ccccc2)cc1	1	i	0.6	4	0	i	-2	-1	-1	-2
CCOC(=O)C1Oc2ccccc2C(c2ccc(F)cc2)=C1C(=O)OC (configuration not stated)	1	i	0.3	0	0	i	-1	3	-1	0
CSCCC(NC(=O)COc1ccccc1)C(=O)OC(C)C(=O)Nc1ccccc1C (configuration not stated)	1	i	-1.4	-5	1	i	1	1	-1	2
O=c1nc2n(CCO)c3ccccc3cc-2c(=O)[nH]1	0	i	-0.9	0	-33	.	-13	-2	-3	-3
CCOc1ccc(S(=O)(=O)NCC2CCCO2)cc1 (configuration not stated)	-2	i	-1.8	-2	6	i	-4	5	-4	0
Cc1ccc(-c2nc3ncccc3o2)cc1NC(=O)Cc1ccc(Cl)cc1	-1	i	-1.0	5	1	i	-12	76*	-3	-4
CCC(C)NC(=O)CC(NS(=O)(=O)c1ccc(C)cc1)c1ccc(OC)cc1 (configuration not stated)	1	i	-1.6	2	4	i	-8	4	-3	3
O=C(NCC1CCCO1)c1ccc2c(c1)OCO2 (configuration not stated)	4	i	-0.8	-4	1	i	-1	1	1	2
Cc1nn(Cc2ccc(C(=O)O)o2)c(C)c1[N+](=O)[O-]	2	i	0.0	4	-1	i	4	7	1	-3
COc1ccc(Cc2c(-c3cccc(Cl)c3)nc3cc(C)c(Br)c(C)n23)c(C)c1	.	.	2.7	-2	4	i	.	.	9	.
CCC1CCCCN1C(=O)Cn1c(C(=O)OC)cc2ccsc21 (configuration not stated)	1	i	-0.5	3	-3	i	0	-1	0	3
Cc1c(Cl)cccc1NC(=S)NCc1cccn1C	1	i	1.2	-4	2	i	0	-16	-1	3
Cc1ccc(-c2cc3cccc[n+]3cc2-c2ccc(C)cc2)cc1	-6	i	1.5	7	-18	.	3	-1	-2	2
O=C(c1cc(F)ccc1F)C1CCCN(C(=O)c2ccco2)C1 (configuration not stated)	-7	i	-0.9	-3	2	i	-1	-4	1	1
Cc1nn(Cc2ccc([N+](=O)[O-])cc2)c(=O)n1-c1c(F)cccc1F	4	i	0.1	2	-13	i	-3	0	0	-1
O=C(NCC1CCCN(Cc2ccccc2F)C1)c1cccc(C(F)(F)F)c1 (configuration not stated)	1	i	-0.7	-5	-2	i	-1	-1	-2	0
Nc1cc(N)nc(SCC(=O)Nc2ccccc2)n1	2	i	-0.7	2	0	i	-4	3	-7	0
COc1ccc(-c2csc(NC(=O)c3cccc(N4C(=O)CCC4=O)c3)n2)cc1OC	1	i	1.0	3	0	i	-4	-4	2	0
CCN(CC)CCCOC(=O)C1(c2ccccc2)CCCC1	0	i	-5.1	1	-1	i	2	-2	-3	-4
O=C(NC1CC2CCCC(C1)N2C(=O)NC1CCCCC1)c1ccccc1 (configuration not stated)	-1	i	0.0	2	-2	i	0	4	-7	1
Cn1nnc(NC(=S)NC(=O)c2cccc3c(Br)cccc23)n1	-14	i	-0.7	-1	-11	i	-2	-1	4	0
O=C(Cn1ncc2c(=O)oc3ccccc3c21)NCc1cccnc1	-1	i	0.3	1	-2	i	2	0	2	0
C=CCn1cc(CN2CCC(C(=O)Nc3cccc(-c4cccc(F)c4)c3)CC2)c(C)n1	-1	i	1.0	4	-8	i	41	-1	-5	-2
Cc1cc(C)nc(NS(=O)(=O)c2ccc(N3C(=O)C4C5C=CC(C5)C4C3=O)cc2)n1 (configuration not stated)	5	i	-2.3	-5	3	i	-5	0	0	-1
CC(C)COc1nc2ccccc2nc1C(C#N)C(=O)NC1CCCCC1 (configuration not stated)	0	i	3.8	1	-4	i	-16	-6	3	5
CC(C)(C)c1csc(NNC(=O)c2ccc(Br)cc2)n1	-5	i	-0.2	-5	-4	i	-3	-3	1	-2
Cc1onc(-c2ccccc2)c1C(=O)N/N=C/c1cc(Br)c(Br)o1	-2	i	0.2	-1	-9	i	1	1	-2	4
O=C(NNC(=O)c1ccccc1-n1cccc1)c1cccc(Cl)c1	2	i	-0.1	3	-2	i	-4	1	4	0
CCc1ccc(OCC(=O)N2CCN(c3ccccn3)CC2)c(Br)c1	2	i	2.0	7	-3	i	-4	-2	-4	1
Cc1cc(C)n(C(=O)c2ccc(S(=O)(=O)N3CCOCC3)cc2)n1	0	i	-0.9	0	2	i	-3	2	-2	-17
COc1ccc(-c2nc(-c3ccccc3)[nH]c(=O)c2C#N)cc1	5	i	-0.3	-3	0	.	6	1	-4	1
COc1cc2c(cc1OC)C(c1cccs1)NCC2 (configuration not stated)	0	i	1.7	-1	-4	i	-10	4	3	-2
COc1ccc(S(=O)(=O)NC(C)C(=O)Nc2cccc([N+](=O)[O-])c2)cc1 (configuration not stated)	-1	i	-0.1	-4	-13	i	-1	3	-1	-1

Just NadD inh and CSN inh, for some of the entries so far:
SMILES | NadD inh | CSN inh
CC(C)COc1nc2ccccc2nc1C(C#N)C(=O)NC1CCCCC1 (configuration not stated) | 3 | 1
Cc1cc(C)nc(NS(=O)(=O)c2ccc(N3C(=O)C4C5C=CC(C5)C4C3=O)cc2)n1 (configuration not stated) | 0 | -5
O=C(Cn1ncc2c(=O)oc3ccccc3c21)NCc1cccnc1 | 2 | 1

Assay outcomes deposited in PubChem by several laboratories.
